CF NFkB inh: inhibitors of PAF-induced NF-kB signaling, primary screen, cell-based, GFP fluorescence, uHTS. KKLEB NF-kB-GFP reporter, GFP fluorescence overnight. inhibition, % at 5 µM. 0.86% of 360,000 active. AID 588850, 2011;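 active = at least 50% inhibition at 5 µM, scaled per plate between neutral and stimulator controls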;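 also: PAF is a Pseudomonas aeruginosa culture filtrate used as stimulus; plate controls were PAF-stimulated DMSO wells for no effect and unstimulated DMSO wells for full effect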
PDI turbidity: inhibitors of human PDI, primary screen, biochemical, turbidity, single point, plate reader. Protein disulfide-isomerase (Homo sapiens), P07237. PDI insulin aggregation turbidity, A650, 90 min. inhibition, % at 10 µM. 0.052% of 350,000 active. AID 588391, 2011;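 active = mean inhibition across replicates of 30% or more, whatever share of single replicates reach that level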;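 also: absorbance from insulin aggregation driven by PDI reduction with DTT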
Target sequence (P07237 whole entry, looked up): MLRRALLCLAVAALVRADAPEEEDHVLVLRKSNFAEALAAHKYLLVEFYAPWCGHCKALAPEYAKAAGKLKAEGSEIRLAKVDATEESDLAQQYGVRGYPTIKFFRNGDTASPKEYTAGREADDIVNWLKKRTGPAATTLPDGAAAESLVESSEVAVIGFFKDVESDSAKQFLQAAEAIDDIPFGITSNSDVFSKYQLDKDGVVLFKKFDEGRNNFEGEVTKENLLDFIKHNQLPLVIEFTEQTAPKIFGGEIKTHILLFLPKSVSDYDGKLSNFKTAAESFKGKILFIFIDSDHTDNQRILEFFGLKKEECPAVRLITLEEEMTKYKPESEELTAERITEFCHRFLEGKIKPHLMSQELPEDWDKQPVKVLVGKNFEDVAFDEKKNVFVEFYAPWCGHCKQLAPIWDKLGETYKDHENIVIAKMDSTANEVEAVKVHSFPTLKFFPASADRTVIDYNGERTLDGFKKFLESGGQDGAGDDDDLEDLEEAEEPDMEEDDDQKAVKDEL
TRPM1 prom inh: inhibitors of MITF-dependent TRPM1 promoter reporter, primary screen, cell-based, SK-MEL-5, single point, luciferase. SK-MEL-5 TRPM1 promoter luciferase, 24 h. inhibition, % at 12.5 µM. 0.83% of 330,000 active. AID 488899, 2010;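 active = mean inhibition across replicates of 60% or more, whatever share of single replicates reaches that level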; also: values of inactives mirror those of a sister screen read the other way
NR2E3 ag-1: NR2E3 agonists in two-hybrid cells, primary screen, cell-based, luminescence, CHO-S, Gal4-NCOR/VP16-NR2E3 | AID 602229, 2012 | inhibition of corepressor binding, % at 3.98 µM | luciferase | Photoreceptor-specific nuclear receptor (Homo sapiens), Q9Y5X4 | 0.35% of 360,000 active;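 active = inhibition above the mean of all tested compounds plus 3 SD, cut at about 70% in these data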;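 also: 0% = DMSO with NR2E3 transfected cells and 100% = cells lacking NR2E3 construct; higher means lower luciferase signal from less NR2E3 corepressor binding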
Target sequence (Q9Y5X4 whole entry, looked up, the tested form may be a part): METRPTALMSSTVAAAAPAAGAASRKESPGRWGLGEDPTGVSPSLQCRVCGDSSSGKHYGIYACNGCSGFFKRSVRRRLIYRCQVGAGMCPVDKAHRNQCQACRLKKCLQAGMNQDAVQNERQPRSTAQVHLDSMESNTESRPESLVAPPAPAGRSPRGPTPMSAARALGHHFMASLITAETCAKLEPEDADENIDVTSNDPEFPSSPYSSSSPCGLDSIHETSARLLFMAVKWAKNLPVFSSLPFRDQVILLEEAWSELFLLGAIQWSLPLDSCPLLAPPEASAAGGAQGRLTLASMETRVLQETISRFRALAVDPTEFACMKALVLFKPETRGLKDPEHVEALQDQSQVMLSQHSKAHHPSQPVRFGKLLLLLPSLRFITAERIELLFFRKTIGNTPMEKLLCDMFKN
HIF-2a inh: HIF-2a reporter inhibitors, primary screen, luminescence, 786-0 RCC cells; 0.72% of 360,000 active; inhibition, % at 18.8 µM; AID 624352, 2012; 786-0 RCC cells HIF-2a reporter, luciferase luminescence, overnight;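 active = inhibition of the luminescence signal of 40% or more relative to plate controls, in a single-dose primary screen at 18.75 µM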
NR2E3 ag-2: inhibitors of NR2E3-RetCOR corepressor binding, primary screen, NR2E3 agonist project, biochemical, TR-FRET, GST-NR2E3, biotin-RetCOR. inhibition of corepressor binding, % at 4.78 µM. Photoreceptor-specific nuclear receptor (Homo sapiens), Q9Y5X4. 1536-well. AID 2300, 2010. 0.12% of 320,000 active;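 active = percent inhibition above the cutoff of mean plus 3 SD of all tested compounds, set per screening campaign, cut at about 20% in these data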;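 also: 0% = DMSO wells and 100% = biotin wells as full block of FRET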
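Material: NR2E3–RetCOR corepressor complex / Incubation: Compound–protein incubation for 5 h at 4 °C / Dosing: compound at 4.8 µM, single dose / Detection: time-resolved FRET / Benchmarks: high control biotin, low control 0.6% DMSO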
Peg3 prom inh: Peg3 promoter-driven luciferase inhibitors, primary screen, cell-based, HeLa, luciferase luminescence. HeLa PEG-Prom luciferase reporter, overnight. inhibition, % at 20 µM. 1.7% of 360,000 active;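 active = inhibition of at least 50% at 20 µM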
Shn3 inh set2: reduction of Shn3 3'UTR firefly luciferase signal, primary screen, Schnurri-3 inhibitor project, cell-based, Clone20 osteoblasts, set 2. AID 588674, 2011. 0.52% of 360,000 active. Clone20 osteoblast Shn3 3'UTR firefly luciferase, 24 h. inhibition, % at 12.5 µM;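 active = mean inhibition of at least 75% with every replicate also reaching 75%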;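 also: 0% = median of neutral control wells and 100% = pilot-screen positive control compound; some compounds past the cut are filed as inactive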
Vif imaging: HIV Vif self-association inhibitors, primary screen, imaging, HEK293T, single point; inhibition, % at 7.49 µM; AID 602346, 2012; HEK293T cells, Vif self-association by quenched fluorescence, 24 h; 0.35% of 340,000 active; in the data active = inhibition above about 50%, passing the limit was not always enough; also: some results filed as inactive read as strong as hits
CaV13 ICDI inh: Primary screen for inhibitors of IQ motif and Ca2+-dependent inactivation inhibitor domain binding in CACNA1D, Förster resonance energy transfer in living cells, …; HEK cells, CFP/YFP FRET ICDI-IQ, plate reader, 10 min; percent FRET-ratio fall versus neutral wells; inhibition, % at 12.3 µM; 0.098% of 340,000 active; AID 743397;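 active = mean replicate inhibition of at least 30% and at least 1% of replicates passing that level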;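 also: 0% = median of the neutral control wells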
KKLEB tox: cytotoxicity in KKLEB CF airway cells, primary screen, cytotoxicity control for CF NF-kB inhibitor project, cell-based, uHTS, fluorescence assay plates | KKLEB CF airway cells viability, ATPlite luminescence, overnight; active compounds read low; cells stimulated with P. aeruginosa culture filtrate | activity change (cytotoxicity), % at 5 µM | 0.36% of 360,000 active | AID 602141, 2011;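 active = corrected activity change at or below -50% at 5 µM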
An asterisk follows results filed as active; . = no result given. No enrichment for hits; 3.3% or so of the library scored in one or more.

Second line of a record: CF NFkB inh	PDI turbidity	TRPM1 prom inh	NR2E3 ag-1	HIF-2a inh	NR2E3 ag-2	Peg3 prom inh	Shn3 inh set2	Vif imaging	CaV13 ICDI inh	KKLEB tox
Clc1ccc(-c2nnc3c4ccccc4nc(N4CCOCC4)n23)cc1Cl
 : -12	7	4	-37	-64	0	11	-4	-5	-3	-1
CSc1nc2sc3c(c2c(=O)n1C)CCC3
 : 22	9	9	-8	-35	2	-20	-5	-2	-5	-11
CCC(=O)c1cn(CC(=O)Nc2ccc(C)cc2C)c2ccccc12
 : 3	0	13	14	27	-1	21	6	6	-7	-3
Nc1cc(=O)[nH]c(SCC(=O)Nc2cc(Cl)cc(Cl)c2)n1
 : 35	-2	1	4	20	3	9	4	-2	-6	3
O=C(N/N=C1\SCC(=O)N1CCc1ccccc1)c1cccs1
 : -12	-5	3	24	10	2	8	-3	-7	-5	-1
Cc1ccc(-n2c(CNc3ccc(F)cc3)nnc2SCC(=O)NCc2ccco2)cc1
 : 10	3	1	-20	12	1	2	8	3	-3	5
O=[N+]([O-])c1ccc(CS(=O)(=O)c2ccc(Cl)cc2)cc1
 : -9	14	-7	-1	-11	.	10	3	.	-4	-3
COc1ccccc1NC(=O)c1cc(C(=O)Nc2ccccc2OC)cc(N2C(=O)CCC2=O)c1
 : 8	-5	8	-5	25	7	-1	16	1	-3	7
CCOC(=O)[C@H]1[C@H]2COc3ccccc3[C@@H]2N2C(=O)c3cc(OC)c(OC)cc3NC(=O)[C@@]12C
 : -25	-4	-4	-25	4	3	-1	-40	2	-11	-3
Cc1ccccc1N(CC(=O)NCc1ccc2c(c1)OCO2)C(=O)CCC(=O)Nc1ccccn1
 : 6	1	-1	4	9	2	7	3	-13	-6	4
COc1ccc(NC(=O)c2cc(CC(C)C)nc3ccccc23)cc1
 : 5	-1	3	21	12	-1	7	31	-20	-1	2
Cc1ccccc1OCCCCn1c(CO)nc2ccccc21
 : -4	-5	-6	10	6	0	11	67	-3	-4	-4
COc1ccccc1-c1nnc(SCC(=O)Nc2cc(C)on2)o1
 : 6	-7	4	-32	11	-1	5	6	20	-5	-6
O=C1NC(=O)c2cc(NC(=O)C3CCCCC3)ccc21
 : 4	0	2	-12	-7	7	-9	-27	18	-9	13
Cn1c(=O)n(Cc2ccccc2F)c(=O)c2c1nc1n2CCCN1CCc1ccccc1
 : 9	-14	2	-10	13	2	8	17	0	-5	4

Next part.
Second line of a record: CF NFkB inh	PDI turbidity	TRPM1 prom inh	NR2E3 ag-1	HIF-2a inh	NR2E3 ag-2	Peg3 prom inh	Shn3 inh set2	Vif imaging	CaV13 ICDI inh	KKLEB tox
Cc1cc(C)c(NC(=O)COC(=O)c2ccncc2)c(C)c1
 : 7	11	-1	-21	9	.	4	-33	19	-5	-7
CN1CCN(C(=O)CCN2C(=O)S/C(=C/c3ccc(Cl)cc3)C2=O)CC1
 : 5	-6	2	17	-8	-1	-39	-14	-7	11	0
Cc1nn(C)cc1/C=N/NC(=O)Cn1nnc(N)n1
 : -7	-1	9	6	21	2	-6	-7	-3	-4	6
Cc1ccc(NC(=O)CN2C(=O)CCSc3ccc(S(=O)(=O)N4CCCC4)cc32)cc1C
 : 8	7	9	1	0	0	5	-1	6	-6	-3
COc1ccc(N(CC(=O)NCc2cccnc2)S(=O)(=O)c2c(C)nn(C)c2C)cc1
 : 16	.	.	-27	3	4	-3	-16	.	-5	-10
CN(C(=O)CSc1nc2ccccc2n1CCc1ccccc1)C1CCS(=O)(=O)C1 (configuration not stated)
 : -8	-2	-1	-5	-9	4	-1	9	-1	-4	-9
CCOC(=O)N1CCC(N2C(=O)c3ccccc3C2Nc2ccccc2C)CC1 (configuration not stated)
 : 32	.	-6	-2	15	-1	4	-19	-4	4	3
CC(=O)Nc1cccc(OCC(=O)/C=C2\N(C)c3ccccc3C2(C)C)c1
 : -3	-2	8	-5	-10	0	-10	52	-19	-2	-7
O=C1C(c2ccc(F)cc2)N(CC2COc3ccccc3O2)C(=O)CN1C1CCCCC1 (configuration not stated)
 : 8	-4	-1	-6	2	-4	19	12	8	-10	0
COc1ccccc1CNC(=O)COC(=O)c1cccs1
 : -5	0	-14	-25	2	.	-59	-18	0	-14	-9
COc1ccc2c(c1)sc(=N)n2CC(=O)Nc1cc(C)cc(C)c1
 : -7	4	6	-27	10	-6	18	-9	-2	-3	14
Cc1cc(=O)nc2c3ccccc3n(C(C)C(=O)NCCC(C)C)n12 (configuration not stated)
 : -9	1	0	12	10	3	3	3	-8	8	5
Fc1ccc(NC(=S)N2CCCc3ccccc32)cc1
 : -6	2	4	-33	-41	2	-64	65	-2	.	4
CCn1c2ccccc2c2cc(NC(=O)N3CCOCC3)ccc21
 : 14	6	-25	-102	-162	-5	-165	-43	13	0	-4
COCCn1c(SC(C)C(=O)Nc2ccc3c(c2)OCCO3)nc2ccccc2c1=O (configuration not stated)
 : -17	4	11	-13	23	-4	13	-1	.	-6	8

Further records
Second line of a record: CF NFkB inh	PDI turbidity	TRPM1 prom inh	NR2E3 ag-1	HIF-2a inh	NR2E3 ag-2	Peg3 prom inh	Shn3 inh set2	Vif imaging	CaV13 ICDI inh	KKLEB tox
Cc1ccc2c(c1)N(Cc1ccncc1)C(=O)C(C)O2 (configuration not stated)
 : -4	7	-14	15	15	4	9	-21	2	-9	-4
COC(=O)c1sccc1NC(=O)Nc1cccc(C(C)=O)c1
 : 23	7	-2	-1	10	1	10	-6	-7	-2	-2
COc1cc(CN2CCNC(=O)C2CC(=O)N(C)CCCN2CCOCC2)cc(OC)c1 (configuration not stated)
 : -10	2	9	2	1	1	18	-2	7	-12	13
Brc1ccccc1OCCN1CCCC1
 : -13	-11	-2	-19	18	-2	9	-28	-1	-4	1
CCOC(=O)c1c(C)[nH]c(C(=O)CN2C(=O)NC(C)(C)C2=O)c1C
 : -3	3	-15	-4	-11	.	-12	7	-4	-2	3
CCCNC(=O)c1cc(C2CCCN(C(=O)c3ccc4c(c3)CCO4)C2)on1 (configuration not stated)
 : 21	-9	.	-21	4	.	11	-50	-5	-16	-8
COc1ccc(C(=O)NCCn2ccc3ccccc32)cc1OC
 : -20	.	-14	-5	-27	-1	-36	-10	-1	13	11
CCOc1ccc(/C=C/C(=O)Nc2ccc3[nH]c(=O)[nH]c3c2)cc1
 : -3	-6	-1	-6	5	-2	3	11	3	-5	3
Cn1c(SCC(=O)NCC2CCCO2)nnc1-c1cccc(NC(=O)c2ccccc2F)c1 (configuration not stated)
 : -20	5	3	-21	7	-6	17	-4	-5	-7	8
O=C(CCN1C(=O)c2cccc3cccc(c23)C1=O)NCc1cccnc1
 : -19	4	8	-20	2	5	1	-17	-2	12	7
CCCN1C(=O)c2ccccc2NC1c1ccc(C)cc1 (configuration not stated)
 : -33	-2	19	16	-5	0	22	7	3	-3	11
O=C(COC(=O)/C=C/c1cccc(C(F)(F)F)c1)NC1CCS(=O)(=O)C1 (configuration not stated)
 : 2	-6	-1	-8	0	0	11	-90	-5	-5	3
COCCn1c(=O)[nH]c2cc(C(=O)N3CCN(c4cccc(C(F)(F)F)c4)CC3)ccc2c1=O
 : -3	9	-7	7	2	6	8	50	-41	-7	-2
COc1cc(CNC2CCCCCCC2)cc(Cl)c1OC
 : -11	-4	-2	-4	1	3	3	-1	0	-12	7
CC1(C(=O)Nc2nccs2)CCN1C(=O)C1(c2ccccc2)CC1 (configuration not stated)
 : -5	-3	.	-22	-6	.	-17	-3	-6	-11	12

2 successive records out of the list so far, quoted:
Second line of a record: CF NFkB inh	PDI turbidity	TRPM1 prom inh	NR2E3 ag-1	HIF-2a inh	NR2E3 ag-2	Peg3 prom inh	Shn3 inh set2	Vif imaging	CaV13 ICDI inh	KKLEB tox
COC(=O)c1sccc1NC(=O)Nc1cccc(C(C)=O)c1
 : 23	7	-2	-1	10	1	10	-6	-7	-2	-2
COc1cc(CN2CCNC(=O)C2CC(=O)N(C)CCCN2CCOCC2)cc(OC)c1 (configuration not stated)
 : -10	2	9	2	1	1	18	-2	7	-12	13

Further compounds
Second line of a record: CF NFkB inh	PDI turbidity	TRPM1 prom inh	NR2E3 ag-1	HIF-2a inh	NR2E3 ag-2	Peg3 prom inh	Shn3 inh set2	Vif imaging	CaV13 ICDI inh	KKLEB tox
OCCN1CCN(c2nc(N3CCCCC3)nc(N3CCCCC3)n2)CC1
 : 0	-1	6	-5	14	2	1	-1	1	-3	5
O=C(COc1ccccc1)N[C@@H]1c2ccccc2CC[C@@H]1OCc1ccccc1
 : 0	7	-2	-16	14	.	4	7	3	-5	4
C=C(C)COc1cc2oc(=O)c(CC(=O)N3C[C@H]4C[C@@H](C3)c3cccc(=O)n3C4)c(C)c2cc1Cl
 : 6	.	-11	-18	10	0	12	-3	1	.	1
CCCn1nnc(NC(=O)COc2ccc(Cl)cc2)n1
 : -8	1	17	7	11	-2	-18	1	3	.	-2
CC(=O)Nc1ccc(NC(=O)C(C)OC(=O)CNS(=O)(=O)/C=C/c2ccc(C)cc2)cc1 (configuration not stated)
 : 24	0	-19	10	8	-1	-3	-9	0	-14	-6
CCc1nnc(NC(=O)c2ccc(S(=O)(=O)N3CCCC3)cc2)s1
 : -2	-29	0	-12	8	2	-6	-4	0	-3	12
COc1ccc(-c2nnnn2C(C)C)cc1
 : -3	-2	2	-2	9	-3	-1	-9	-5	-16	4

Screening data (PubChem BioAssay)
